HP1b binding inh – inhibitors of HP1-beta chromodomain binding to methylated histone tails. P83916. AlphaScreen HP1-beta / biotin-H3K9me3 peptide binding. Potency, µM (top dose mostly 114 µM), inactives show at the top dose activity change, negative = inhibition, actives largely listed as inhibitors. actives 0.56% (n = 390,000); also: potency is read from the fitted curve at half-maximal effect; nearly all actives have a fitted effect of over 70% in size; inactives centre near 23
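Compound inhibition of the preformed complex between 50 nM HP1-beta and 50 nM biotinylated H3K9me3 peptide was read by AlphaScreen. Buffer was PBS pH 7.4 with 0.01% Tween-20. Incubations ran 30 min at room temperature, with 10 ug/mL donor/acceptor beads.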
PI4K2A block – inhibitors of human PI4K2A; Q9BTU6; purified PI4K2A, ADP-Glo luminescence, 1 h; stronger effect = lower value; activity change, negative = inhibition, % at 76.9 µM; actives 0.13% (n = 420,000); in the data active = activity change below about -50%; inconclusive = mostly about -30% to -49%;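 also: -100% = wells without enzyme as full effect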
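ADP-Glo luminescence measured ADP generated by PI4K2A enzyme (4 ug/mL before mixing) with 1.2 mM PI substrate (pre-mix) and 300 microM ATP (pre-mix). Tris pH7.5 buffer with MgCl2, Triton X-100; 1 h reaction at ambient temperature.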
Pol eta inh – DNA polymerase eta (human) inhibition; Q9Y253; recombinant Pol eta, fluorescent DNA replication assay; Potency, µM (top dose mostly 114 µM), inactives show at the top dose activity change, negative = inhibition, hits mostly inhibitors; actives 1.2% (n = 390,000); AID 588591; also: potency is read from the fitted curve at half-maximal effect; % is scaled to controls: 0 for no effect and ±100 for the full control effect
Target sequence (Q9Y253 whole entry, looked up): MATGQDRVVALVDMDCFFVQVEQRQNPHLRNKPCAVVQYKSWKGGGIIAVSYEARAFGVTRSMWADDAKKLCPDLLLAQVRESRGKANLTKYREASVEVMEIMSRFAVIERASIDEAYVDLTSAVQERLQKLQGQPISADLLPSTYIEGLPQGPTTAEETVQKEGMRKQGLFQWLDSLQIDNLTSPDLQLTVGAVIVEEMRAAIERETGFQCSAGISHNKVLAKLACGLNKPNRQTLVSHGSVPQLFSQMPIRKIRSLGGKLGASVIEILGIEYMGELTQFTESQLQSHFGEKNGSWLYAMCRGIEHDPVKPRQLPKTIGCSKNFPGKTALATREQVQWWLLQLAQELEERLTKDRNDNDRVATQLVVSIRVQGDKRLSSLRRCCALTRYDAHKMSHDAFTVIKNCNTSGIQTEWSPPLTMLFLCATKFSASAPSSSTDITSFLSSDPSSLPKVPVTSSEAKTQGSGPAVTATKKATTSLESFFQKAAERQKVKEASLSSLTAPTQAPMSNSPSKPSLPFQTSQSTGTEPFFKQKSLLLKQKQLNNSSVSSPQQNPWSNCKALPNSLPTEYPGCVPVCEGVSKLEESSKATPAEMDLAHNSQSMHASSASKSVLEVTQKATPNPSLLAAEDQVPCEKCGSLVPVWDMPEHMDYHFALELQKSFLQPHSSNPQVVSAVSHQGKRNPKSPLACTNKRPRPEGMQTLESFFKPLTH
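Fluorescent replication assay: 50 nM final substrate added after a 15 min room-temperature compound preincubation with 10 nM enzyme. Signal taken at 0 min and again at 10 min.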
BAZ2B block – BAZ2B (human) inhibition | actives 4.4% (n = 360,000) | Potency, µM (highest dose often 114 µM), inactives show top-dose activity change, negative = inhibition, hits mostly inhibitors | AlphaScreen BAZ2B-H3K14Ac peptide displacement | AID 504333; also: potency is read from the fitted curve at half-maximal effect; % is scaled to controls: 0 for no effect and ±100 for the full control effect; nearly all actives have a fitted effect of over 60% in size
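Compounds, titrated to a top concentration of 110 uM, were incubated 30 min at room temperature with preformed BAZ2B/acetyl-K14 H3 peptide complex (50 nM each). Proximity signal was measured by AlphaScreen after 20 min with beads.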
JMJD2A Tudor inh – inhibitors of human JMJD2A Tudor domain; AlphaScreen JMJD2A-Tudor / H3K4me3 peptide binding; actives 4.4% (n = 390,000); Potency, µM (highest dose often 114 µM), for inactives: top-dose activity change, negative = inhibition, most hits filed as inhibitors; AID 504339; also: potency is read from the fitted curve at half-maximal effect; % is scaled to controls: 0 for no effect and ±100 for the full control effect; nearly all actives have a fitted effect of over 50% in size
GLS inh – glutaminase GLS (human) inhibition; GLS enzymatic activity, qHTS titration; Potency, µM (top dose mostly 45.5 µM), for the others: at the top dose activity change, negative = inhibition, most hits filed as inhibitors; actives 0.21% (n = 410,000); AID 624170; also: potency is read from the fitted curve at half-maximal effect; % is scaled to controls: 0 for no effect and ±100 for the full control effect
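Read-out is an Amplex red fluorescence increase coupled through glutamate oxidase and HRP, measured before and after 30 min room-temperature incubation. hKGA is in 45 mM KH2PO4 (pH 8.2) with 0.02% Tween-20; glutamine added as 1mM solution.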
G9a block – G9a (human) methyltransferase inhibition; G9a H3K9 monomethylation, AlphaScreen, 2 h; Potency, µM (top dose mostly 102 µM), for the others: at the top dose activity, negative = inhibition, usual class: inhibitors; actives 8.8% (n = 350,000); also: potency is read from the fitted curve at half-maximal effect; % is scaled to controls: 0 for no effect and ±100 for the full control effect; nearly all actives have a fitted effect of over 75% in size
Target sequence (Q96KQ7 913-1193 limits assumed): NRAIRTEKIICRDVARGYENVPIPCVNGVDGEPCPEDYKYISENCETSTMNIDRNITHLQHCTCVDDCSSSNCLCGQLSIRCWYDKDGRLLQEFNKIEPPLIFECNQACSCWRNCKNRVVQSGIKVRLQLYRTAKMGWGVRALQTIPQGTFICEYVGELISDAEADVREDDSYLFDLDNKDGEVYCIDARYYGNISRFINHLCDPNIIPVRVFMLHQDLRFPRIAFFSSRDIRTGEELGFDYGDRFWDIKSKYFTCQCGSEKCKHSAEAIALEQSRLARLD
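Step 1: enzyme (final 20 nM) with compound, 15 min RT. Step 2: substrate peptide 500 nM and SAM 20 uM, 2 h RT. Step 3: anti-H3K9me1 antibody and AlphaScreen beads, 10 min, then plate read.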
PGK inhibitor – blocks T. brucei phosphoglycerate kinase | Potency, µM (titrated, usually from 57.5 µM), inactives show top-dose activity change, negative = inhibition, hits mostly inhibitors | PGK/GAPDH coupled, Kinase-Glo luminescence, 60 min | actives 0.043% (n = 380,000) | P07378 | AID 602233; also: potency is read from the fitted curve at half-maximal effect; % is scaled to controls: 0 for no effect and ±100 for the full control effect; nearly all actives have a fitted effect of over 60% in size
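Recombinant glycosomal PGK reaction used 1,3-bisphosphoglycerate generated in-well by GAPDH (100nM final) in 100mM TEA pH 7.6, 5mM MgCl2, 0.01% Tween-20. After 60 minutes at room temperature, ATP was read by Kinase-Glo Plus luminescence end-point.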
Pin1 inhibitor – inhibitors of human Pin1; Q13526; Pin1 FP peptide displacement, HiFluor488, 10 min; Potency, µM (series often up to 115 µM), for the others: top-dose activity, negative = inhibition, hits mostly inhibitors; actives 0.009% (n = 390,000); active = well fitted inhibition curve with a large enough effect in the polarisation, with a control signal flat, not every such curve was filed as active; inconclusive = small, poorly fitted or top-dose-only effect, or effect the other way, or a change in a side signal; inactive = no such curve, though single readings can be large or run the other way; the % refers to the polarisation; also: potency is read from the fitted curve at half-maximal effect; % is scaled to controls: 0 for no effect and ±100 for the full control effect
Numbers without * were called inactive; i = inactive; ? = inconclusive; nt = not tested or not shown; & = joins results of further samples; [ ] = another dose, or the depositor's remark. Unless noted, calls follow the shape of the dose curve; as a rule, active = well fitted curve in the direction sought with a large enough effect; inconclusive = small, poorly fitted or top-dose-only effect, or another doubt; inactive = no such curve, though single readings can be large; an effect the other way counts as inactive or inconclusive. This is a subset, so the mix of outcomes need not match the whole.

compound,JMJD2A Tudor inh,BAZ2B block,PI4K2A block,HP1b binding inh,Pol eta inh,GLS inh,Pin1 inhibitor,PGK inhibitor,G9a block
O=C(c1ccc(F)cc1F)N1CCN(S(=O)(=O)c2ccc3c(c2)OCCO3)CC1,-6%,9%,8,14%,-18%,-8%,-8%,-9%,-4%[12.7 µM]
Cc1ccc(Cc2nc3ccccc3nc2SCC(=O)N2CCN(c3ccccc3F)CC2)cc1,4%,4%,-3,37%[57 µM],-23%,0%,1%,-9%,6%[59 µM]
CC(C)N(CCCNC(=O)CC1Oc2ccccc2NC1=O)Cc1ccccc1 (centres undefined),?,-2%,3,4%,-7%,3%,-2%,-9%,?
CC(=O)Nc1cccc(NC(=O)c2cc(C)on2)c1,9%,-3%,7,24%,-3%,-14%,4%,-4%,-15%[59 µM]
CC(C)(CS(=O)(=O)[O-])NC(=O)CC[N+](C)(C)CCO,3.2µM*,2.8µM*,-21,8.9µM*,0.79µM*,-11%,nt,2.2µM*,?
CCOc1ccc(-c2nc3c(c(SCC(=O)Nc4ccccc4C)n2)Cc2ccccc2O3)cc1,-7%,-7%,-4,25%,-10%,0%,-1%,6%,-30%[59 µM]
COC(=O)c1ccccc1NC(=O)C1CCN(S(=O)(=O)c2cc(OC)ccc2OC)CC1,-21%,0%,3,5%,-3%,-12%,9%,-4%,-30%[59 µM]
Cc1ccc(S(=O)(=O)NC2CCCCC2)cc1C(=O)N1CCC(C(N)=O)CC1,-14%,-3%,1,31%,-3%,0%,4%,i,2%[12.7 µM]
Cc1ccc(C2c3[nH]c4ccccc4c3CCN2C(=O)CCc2ccccc2)cc1 (centres undefined),?,?,3,0%[57 µM],-10%,2%,-6%,7%,-31%[59 µM]
CN(C)c1nnnn1Cc1ccccc1,-13%,0%,4,6%,-16%,14%,-1%,-3%,-3%
O=S(=O)(NCc1ccc(F)cc1)c1ccc2c(c1)OCCO2,-9%,1%,-1,29%,-15%,3%,-7%,i,-1%
Cc1ccccc1-c1nc(P(=O)(c2ccccc2)c2ccccc2)c(N2CCOCC2)o1,-33%,-37%,0,-7%,7%,2%,1%,i,nt
Cc1ccc(OCC(=O)NN=C2C3CC4CC(C3)CC2C4)cc1,-10%,9%,-1,13%,-18%,0%,-2%,-6%,-9%[12.7 µM]
CCC(C)(C)n1nnnc1C(c1ccccn1)N1CCN(c2cccc(OC)c2)CC1 (centres undefined),-33%,-4%,-10,17%,-13%,-11%,7%,6%,20µM*
Cc1sc(-c2cc3ccccc3oc2=O)nc1-c1ccc(Cl)cc1,-2%,9%,-2,33%,-14%,15%,-8%,1%,25%[59 µM]
CCOC(=O)CSCC(NC(=O)OC(C)(C)C)C(=O)OCC (centres undefined),-6%,6%,-11,14%,-10%,0%,-8%,-11%,9%
COc1c(CC=C(C)C)c(O)cc2oc(=O)c3c4ccc(O)cc4oc3c12,-8%,nt,2,17%,-14%,3%,3%,-1%,nt
Cc1ccc(C2(c3ccccc3)NC(=O)N(CC(=O)NC3CCCCC3)C2=O)cc1C (centres undefined),-17%,-3%,-2,17%,-23%,-13%,6%,i,14µM*
Cn1cnc2ncnc(Oc3ccc(Br)cc3)c21,0%,nt,-1,18%,-15%,1%,-4%,-4%,nt
COc1ccc(/C=C2\C(=O)NC(=O)c3ccccc32)cc1OC,-21%,nt,?,10%,20µM*,29%,?,-16%,nt
COc1ccc(-c2cn3c(n2)sc2cc(C(=O)Nc4c(C)cccc4C)ccc23)cc1,-18%,?,-4,22%,-7%,1%,8%,i,-35%[59 µM]
Cc1cc2nc(C)c(=O)n(C)c2cc1C,35µM*,4%,1,10%,-20%,?,?,-7%,7%[59 µM]
O=C(CCNS(=O)(=O)c1cccs1)N1CCN(c2ccc(F)cc2)CC1,-6%,5%,-1,10%,-3%,3%,34%[activator],-8%,1%[59 µM]
CC1(C)CC(=O)C2=C(C1)NC(Nc1nc3ccccc3o1)=NC21CCCCC1,-18%&-13%,-1%,2,26%,-6%,9%,0%&-9%,-5%,-31%
CCCCCCCCS(=O)CCC(=O)O (centres undefined),1%,-9%,4,39%[activator],-6%,-8%,2%,-7%,22µM*
Cc1cccc(N2CCN(c3ccc(N4C(=O)CCCC4=O)cc3[N+](=O)[O-])CC2C)c1 (centres undefined),?,28µM*,2,?,-13%,20%,-1%,0%,?
O=C(CCN1CCCCC1)c1cccc(Cl)c1,-16%,nt,13,4%,-11%,-8%,-5%,-1%,nt
COc1cccc2sc(Nc3nc(C)c(C(C)=O)s3)nc12,1%,-6%,1,77%[activator],-7%,24%,-6%,i,34%[59 µM]
Cc1ccc(-c2csc(Nc3ccc(S(N)(=O)=O)cc3)n2)o1,56µM*,45µM*,-3,?,-10%,?,13%,-18%,4.5µM*
FC(F)(F)c1cccc(Cn2nnnc2-c2cccc(C(F)(F)F)c2)c1,12%,20%[57.1 µM],2,36%,-13%,-7%,-2%,-6%,108%[activator]
CCc1ccc([C@@H]2CC=C(C(=O)O)[C@H](c3ccc(Br)cc3)N2S(=O)(=O)c2ccc(C)cc2)cc1,-25%,nt,-2,22%,-18%,12%,nt,-3%,nt
O=C(COC(=O)Cc1ccsc1)Nc1ccc(F)cc1Cl,-3%,8%,-1,47%[activator],-20%,-5%,-4%,-10%,-11%[59 µM]
Cc1ccnc(NC(=O)Nc2ccc3c(c2)N(C)C(=O)CS3)c1,-8%,11%,2,21%,4%,-2%,65%[activator],-4%,?
CCOc1ccc(C2C(C#N)=C(N)Oc3cc(C)[nH]c(=O)c32)cc1OC (centres undefined),-15%,5%,-4,-2%,-2%,-6%,3%,-6%,-3%
COC(=O)c1ccc(C2C(Oc3ccccc3)C(=O)N2CCc2ccc(F)cc2)cc1 (centres undefined),4%,11%,0,21%,-11%,-9%,0%,-8%,nt
O=C(CN1CCN(C(=O)c2ccco2)CC1)N1CCc2[nH]c3ccccc3c2C1,-15%,-24%,0,26%,-4%,15%,?,i,22µM*
O=C(CCc1c[nH]c2ccccc12)N1CCN(c2ccc(F)cc2)CC1,-15%[57.1 µM],?,-3,15%,-19%,25%,-4%,0%,?
COc1ccc(NC(=O)CSc2nc3c(c(=O)n(C)c(=O)n3C)n2C)c(OC)c1,?,-3%,-5,14%,-14%,-1%,1%,-7%,7%[59 µM]
NC(=O)Cc1nc(-c2ccc(F)cc2)cs1,-11%,-7%,4,-6%,-18%,3%,-3%,i,22µM*
CN(C(=O)c1cccc(NC(=O)C2CCCN(C(=O)OC(C)(C)C)C2)c1)C1CCCC1 (centres undefined),-13%,nt,3,34%,-15%,0%,-1%,-4%,nt
Cc1nn(-c2ccc(Cl)cc2)c(N)c1C(O)(CSc1nccn1C)C(F)(F)F (centres undefined),?,?,-1,5%,-3%,21%,10%,-2%,?
CC(C)(C)c1ccc(/C=C(\C#N)C(=O)NC2CC2)cc1,-15%,nt,29,-22%,-3%,3%,1%,i,nt
CCCOc1ccc(CSc2n[nH]c(C)n2)cc1,-8%,-3%,-16,20%,-7%,-4%,-12%,-3%,?
CC(=O)c1c(C)[nH]c(C(=O)Nc2ccc(C)cc2Br)c1C,-11%,-5%,0,-4%,-14%,0%,-1%,-3%,18%
COc1ccccc1CNC(=O)COC(=O)Cc1cccc(F)c1,-20%,2%,-8,38%,-17%,4%,-5%,-2%,0%[12.7 µM]
CCc1ccc(C(=O)Nc2ccc3c(c2)n(C)c(=O)n3C)cc1,-14%,?,2,26%,2%,1%,6%,0%,25%[0.501 µM]
COCCn1c(SCC(=O)NC2CCCC2)nnc1C(C)C,-13%,3%,5,24%,-6%,-2%,-16%,i,14%
Cc1ccc(-c2nnc(SCC(=O)N3CCCC3)o2)cc1C,?,-1%,6,33%,-14%,8%,7%,i,50µM*
COc1ccc([C@@H]2Sc3cc(OC)ccc3N(CCN(C(C)C)C(C)C)C(=O)[C@H]2OC(C)=O)cc1,-29%,8%,-4,3%,-2%,14%,0%,0%,?
CCOC(=O)C1CCCN(C(=O)c2[nH]c3ccc(OC)cc3c2C)C1 (centres undefined),-9%,-8%,-4,60%[activator],-6%,5%,-11%,-1%,20%
CC1CCCCC1NC(=O)COc1ncnc2sccc12 (centres undefined),-13%,11%,3,34%,-1%,0%,5%,7%,-12%[59 µM]
O=C(COc1ccc2ccccc2c1)NNC(=O)Nc1ccccc1F,?,-26%,-14,1%,?,0%,50%[activator],-6%,-17%
COc1ccc(-c2nc(CNC(=O)NC3CCCCC3)c(C)o2)cc1,-13%,-9%,-3,22%,-11%,6%,-3%,i,17%[59 µM]
Cc1ccc(C2CC(=O)NC(SCC(N)=O)=C2C#N)s1 (centres undefined),-14%,-13%,5,43%[activator],3%,12%,5%,5%,-12%[59 µM]
